# West Nile antiviral – West Nile virus antiviral activity, cell-based, CPE readout (AID 1621); West Nile virus-infected cells, CPE inhibition; higher % means a stronger effect; CPE inhibition, % at 10 µM; hits with a dose series show IC50 in µM; actives 0.02% (n = 290,000); in the data active = a potency from the dose series; inconclusive = CPE inhibition mostly from about 3.7% at the one dose, without a potency; inactive = the rest, 99 in 100 with CPE inhibition below about 2.2%; also: strong numbers were not always called active
# Yfh1-depleted yeast – enhancers of respiration in Yfh1-depleted yeast, dose response, Friedreich's ataxia, plus single-dose screen (AID 1465); S. cerevisiae Yfh1-off respiration, WST-1 reduction, 72 h; higher fold induction means a stronger effect; one-dose fold induction at 50 µM; EC50 in µM for titrated hits; actives 0.074% (n = 220,000);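 active = fold induction of absorbance versus untreated yeast above a set limit, then at least 30% activation at any dose in follow-up; inconclusive = repeats straddling the limit, or above it without dose testing; inactive = fold induction below the set limit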;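 also: activators that raise dye reduction in frataxin-depleted yeast; strong numbers were not always called active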
# KOR beta-arrestin-1 – KOR antagonists, beta-arrestin recruitment, cell-based, luminescence, uHTS (AID 1778); Kappa-type opioid receptor (Homo sapiens); KOR beta-arrestin recruitment, luminescence, antagonist mode; higher % means a stronger effect; inhibition, % at 10 µM; hits with a dose series show IC50 in µM; actives 0.091% (n = 290,000); also: strong numbers were not always called active
# NS5 inhibitors – Dengue-2 NS5 methyltransferase inhibitors, primary screen, biochemical, confirmation dose response (AID 588689). actives 0.3% (n = 340,000). Dengue-2 NS5 methyltransferase capping enzyme assay, biochemical; higher % means a stronger effect. Genome polyprotein (Dengue virus type 2 (strain 16681-PDK53)). one-dose inhibition, % at 25 µM; IC50 in µM for titrated hits; in the data active = a potency from the dose series; inconclusive = inhibition above about 29% without an active follow-up result
# NOD2 inhibition – NOD2 signaling inhibitors, cell-based, luminescence, uHTS, HEK293 (AID 1566). HEK293 NOD2/NF-kB luciferase reporter, luminescence; higher % means a stronger effect. inhibition, % at 4 µM, or EC50 in µM where a hit was titrated. actives 0.63% (n = 290,000); also: many of its hits are not listed in these tables
# NOD1 inhibition – NOD1 signaling inhibitors, primary screen, cell-based, luminescence, uHTS (AID 1578) | NOD1-driven NF-kB luciferase reporter cells, luminescence; higher % means a stronger effect | actives 1% (n = 290,000) | inhibition, % at 4 µM; hits with a dose series show EC50 in µM; in the data active = inhibition mostly above about 36%, no sharp cut-off; inactive = mostly below about 34%;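 also: HEK-293T reporter cells stimulated with the NOD1 agonist gamma-tri-DAP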
# KOR beta-arrestin-2 – KOR agonists, beta-arrestin recruitment, primary screen, cell-based, luminescence, uHTS (AID 1777); activation, % at 10 µM; hits with a dose series show EC50 in µM; KOR beta-arrestin recruitment, luminescence; higher % means a stronger effect; actives 0.02% (n = 280,000); in the data active = activation above about 50%, passing the limit was not always enough; also: a part of the inactive calls stands beside numbers as strong as those of hits
# HIV fusion peptide – inhibitors of HIV fusion peptide binding, primary screen, biochemical, uHTS, fluorescence dequenching (AID 1986). cell-free peptide binding, fluorescence dequenching, 30 min; higher % means a stronger effect. actives 0.3% (n = 290,000). inhibition, % at 20 µM, or IC50 in µM where a hit was titrated; in the data active = inhibition mostly above about 52%, no sharp cut-off; inactive = mostly below about 76%; also: some results filed as inactive read as strong as hits
# AID2073 – inhibitors of Mint1-CaV2.2 protein interaction, biochemical, HTRF (AID 2073); HTRF protein-protein interaction, Mint1-CaV2.2; higher % means a stronger effect; inhibition, % at 20 µM, or IC50 in µM where a hit was titrated; actives 0.19% (n = 290,000); in the data active = inhibition mostly above about 51%, no sharp cut-off; inconclusive = no clear call, values can overlap the other calls; inactive = mostly below about 53%; also: some results filed as inactive read as strong as hits
# NS5 inhibitors pilot replicate – further read-out of NS5 inhibitors, marked with its call; inhibition, %; measured here: pilot screen replicate inhibition
# Starred values were filed as active, the others as inactive; i = inactive; ? = inconclusive; . = not tested or not shown; [ ] = another dose, or the depositor's remark. Rule as the data show it, unless noted: active = inhibition above about 50%; inactive = the rest.
SMILES,West Nile antiviral,Yfh1-depleted yeast,KOR beta-arrestin-1,NS5 inhibitors,NOD2 inhibition,NOD1 inhibition,KOR beta-arrestin-2,HIV fusion peptide,AID2073,others
COc1ccccc1C(=O)Nc1ccnn1C1CCN(CC2CC=CCC2)CC1 (configuration not stated),-0.3%,.,-49%,-4%,-24%,-24%,5.9%,1.2%,7%,
COC(=O)[C@H](Cc1ccccc1)NC(=O)NCC1CCCO1 (some centres not stated),0.3%,i,27%,0%,12%,-13%,0.2%,-0.2%,0%,
O=C(NCCOC(=O)c1c(F)cccc1Cl)c1c(F)cccc1Cl,-0.2%,.,4%,0%,16%,-9%,0.4%,-0.1%,-4%,
Nc1ncnc(Nc2cc(C(F)(F)F)cc(C(F)(F)F)c2)n1,0.0%,i,4%,-1%,8%,6%,0.4%,-0.1%,5%,
Cc1cc2c(c(=O)n1Cc1ccccn1)C(C(C)C)C(C#N)=C(N)O2 (configuration not stated),0.1%,i,10%,1%,3%,3%,-1.5%,-1.6%,3%,
COc1ccc(NC(=O)OC(CN2CCCCC2)C(F)(F)F)cc1 (configuration not stated),-0.1%,i,-20%,-5%,16%,28%,5.7%,-1.6%,-2%,
COc1ccc(S(=O)(=O)N/N=C(/C)c2ccncc2)c(OC)c1,-0.5%,.,-19%,-4%,9%,-17%,4.3%,1.2%,-37%,
CCN(C(=O)CSc1nnc(Nc2ccccc2C)s1)C1CCS(=O)(=O)C1 (configuration not stated),-0.6%,i,2%,-4%,-16%,-14%,-3.3%,0.3%,0%,
C/C(=N\NC(=O)c1ccncc1)c1ccc(N(C)C)cc1,0.1%,i,-27%,4%,-11%,-27%,3.9%,-0.3%,-8%,
CCOC(=O)c1sc(NC(=O)c2ccc3nc[nH]c3c2)nc1C,-0.4%,.,1%,3%,2%,-30%,1.4%,1.0%,16%,
CCCOC1CCCN(Cc2nc(-c3ccc(C(=O)OC)cc3)no2)C1 (configuration not stated),0.5%,i,29%,0%,20%,-2%,-0.4%,-0.3%,13%,
CCOc1ccccc1C1C2=C(COC2=O)Nc2cc3c(cc21)OCO3 (configuration not stated),-0.4%,i,-181%,1%,-40%,-29%,0.9%,-4.0%,18%,
CCn1cc(C(=O)NCC(=O)NCCCN2CCOCC2)c(=O)c2cc3c(cc21)OCO3,0.1%,.,32%,-3%,-2%,-8%,2.8%,0.2%,6%,
Cc1cc(C(F)F)n2ncc(C(=O)NCCc3ccc(Cl)cc3)c2n1,-0.3%,i,-12%,-5%,7%,14%,-4.8%,-3.3%,4%,
O=C1c2cccnc2C(Nc2ccc(F)c(Cl)c2)N1Cc1cccs1 (configuration not stated),-1.2%,i,-15%,5%,-2%,-18%,-0.2%,-1.6%,-9%,
O=c1c(C(c2ccc(Br)cc2)c2c(O)nc3n(c2=O)CCCS3)c(O)nc2n1CCCS2,0.2%,i,4%,-14%,18%,5%,3.0%,14%,-2%,
Cn1nc(NC(=O)C2CCC2C(=O)O)c2c(F)cccc21 (configuration not stated),1.0%,i,0%,1%,15%,-3%,.,0.8%,11%,
COc1ccc(C(=O)Nc2ccnn2C2CCN(Cc3ccn[nH]3)CC2)cc1,0.3%,.,2%,-5%,11%,0%,5.3%,-2.4%,6%,
Cc1cc(OC(C)C(=O)NC2CC(C)(C)NC(C)(C)C2)c2c(C)cc(=O)oc2c1 (configuration not stated),1.4%,.,-4%,-6%,5%,4%,6.7%,-1.0%,31%,
COc1ccc(-c2nc3ncccn3c2Br)cc1,-0.2%,i,-23%,-6%,-68%,-46%,-3.6%,-1.7%,12%,
COc1ccc(C2N(S(=O)(=O)c3ccccc3)CCN2S(=O)(=O)c2ccc(C)cc2)cc1 (configuration not stated),-0.4%,i,2%,-2%,-8%,18%,-0.6%,-0.8%,0%,
CCOC(=O)COc1ccc(/C=C2\NC(=S)N(CC)C2=O)cc1,-0.2%,i,.,0%,-4%,-19%,0.9%,2.3%,-26%,
Cc1noc(C)c1C(=O)NCc1ccccc1,0.8%,i,2%,1%,17%,-5%,-8.0%,2.4%,0%,
Cc1cc(C)nc(-n2nc(C)cc2NC(=O)c2cccc(S(=O)(=O)N3CCOCC3)c2)n1,1.6%,i,18%,-13%,13%,-8%,-1.7%,2.3%,0%,
Cc1oc2c(C)c3oc(=O)c4c(c3cc2c1C)CCCC4,-0.2%,i,-8%,0%,4%,-19%,0.3%,2.5%,10%,

# Grouped by structure: the compounds so far containing two or more sulfur atoms
SMILES,West Nile antiviral,Yfh1-depleted yeast,KOR beta-arrestin-1,NS5 inhibitors,NOD2 inhibition,NOD1 inhibition,KOR beta-arrestin-2,HIV fusion peptide,AID2073,others
CCN(C(=O)CSc1nnc(Nc2ccccc2C)s1)C1CCS(=O)(=O)C1 (configuration not stated),-0.6%,i,2%,-4%,-16%,-14%,-3.3%,0.3%,0%,
O=c1c(C(c2ccc(Br)cc2)c2c(O)nc3n(c2=O)CCCS3)c(O)nc2n1CCCS2,0.2%,i,4%,-14%,18%,5%,3.0%,14%,-2%,
COc1ccc(C2N(S(=O)(=O)c3ccccc3)CCN2S(=O)(=O)c2ccc(C)cc2)cc1 (configuration not stated),-0.4%,i,2%,-2%,-8%,18%,-0.6%,-0.8%,0%,

# (listing goes on)
SMILES,West Nile antiviral,Yfh1-depleted yeast,KOR beta-arrestin-1,NS5 inhibitors,NOD2 inhibition,NOD1 inhibition,KOR beta-arrestin-2,HIV fusion peptide,AID2073,others
CN(CC(=O)Nc1ccc2c(c1)OCO2)S(=O)(=O)c1ccc2c(c1)CCC(=O)N2,0.1%,i,15%,-7%,11%,-2%,1.7%,-2.4%,2%,
O=C(CCCc1ccccc1)Nc1ccccn1,0.0%,i,-5%[20 µM],2%,-16%,-44%,0.0%,-1.4%,1%,
CC(CN1CCCC1)OC(=O)C(c1ccccc1)c1ccccc1 (configuration not stated),0.0%,.,-8%,1%,0%,-4%,1.8%,-0.3%,7%,
O=Cc1ccc(O)c2ncccc12,?,i,17%,-3%,44%,4%,3.6%,3.0%,17%,
CC(=O)Nc1ccc(CN2CCCC(CO)(Cc3cccc(Cl)c3)C2)cc1 (configuration not stated),0.1%,i,7%,-1%,14%,2%,4.7%,0.0%,1%,
CSc1ccc(CNc2nc3ccccc3n3cnnc23)cc1,-0.5%,i,37%,-2%,0%,-6%,-4.4%,0.8%,-1%,
CC(=O)OCC(=O)[C@H]1CC[C@H]2[C@@H]3CCC4=CC(=O)CC[C@]4(C)[C@H]3CC[C@]12C,1.1%,i,-12%,-5%,10%,-29%,-2.0%,1.1%,-2%,
CCS(=O)(=O)Nc1ccc(C2=NN(C(=S)Nc3ccccc3)C(c3ccco3)C2)cc1 (configuration not stated),-0.1%,i,37%,-4%,15%,-13%,-2.3%,12%,23%,
Cn1c(SCCCC(=O)c2ccc(Br)cc2)nnc1-c1ccncc1,.,.,-11%,-10%,26%,8%,-2.6%,-1.1%,-1%,
Cc1ccc(-c2cc(C(F)F)nc(N3CCOCC3)n2)cc1,-1.0%,i,-22%[20 µM],-7%,16%,-16%,-3.1%,-0.3%,-4%,
COc1ccccc1N1CCN(Cc2cc3c(cc2[N+](=O)[O-])OCO3)CC1,-1.3%,.,-37%[20 µM],3%,-2%,-15%,-2.1%,2.7%,6%,
O=C(Nc1cnn(C23CC4CC(CC(C4)C2)C3)c1)c1cnn2c(C(F)(F)F)cc(-c3ccco3)nc12,1.5%,i,-11%,1%,30%,49%,1.5%,-3.8%,8%,
CCOc1ncccc1C(=O)Nc1ccc(F)c(Cl)c1,-0.8%,i,-31%,-8%,14%,0%,-1.2%,-1.3%,-3%,
CCCN(CCC)CCCNC(=O)CCNS(=O)(=O)c1ccc(Br)cc1,-0.2%,i,35%,-3%,6%,-13%,1.4%,0.9%,1%,
O=C(Nc1ccc(Oc2cccc(C(F)(F)F)c2)nc1)c1ccco1,0.2%,i,-21%,0%,13%,2%,.,-0.2%,-14%,
CC(C)(CO)NC(=O)C(c1ccccc1)c1ccccc1,-0.1%,i,42%,2%,-12%,.,-1.2%,1.1%,-4%,
CCCC(=O)N(CCN1CCOCC1)c1nc2c(F)cc(F)cc2s1,-0.3%,.,7%,-10%,-16%,-45%,1.1%,0.8%,2%,
O=c1c2ccccc2oc2ccc(NCCCN3CCOCC3)cc12,-0.5%,.,-95%[20 µM],14%,-99%,-62%,-1.5%,-1.5%,13%,
Cc1ccc(/C=N/N2CCN(Cc3cccc4ccccc34)CC2)o1,-0.5%,i,7%,-8%,-24%,10%,-2.8%,0.4%,0%,
O=C(NCCc1ccccc1)C1CCN(C2CCN(C(=O)CC3=CCCCC3)CC2)CC1,-0.4%,i,-23%,-5%,27%,-6%,0.7%,0.3%,6%,
CC(=O)NCCOc1ccc2oc3ccccc3c2c1,-0.9%,i,-7%,-6%,-28%,-9%,10%,0.5%,0%,
Cc1ccccc1C(=O)Nc1ccc(N2CCCC2)cc1,0.4%,i,-9%,1%,-42%,-36%,1.2%,-1.2%,6%,
CN(CC(=O)N1CCCC1)S(=O)(=O)c1ccc(Cl)cc1,0.1%,i,22%,-1%,4%,-2%,-8.1%,0.1%,-2%,
COc1ccccc1-n1c(C)cc(/C=C2/C(=N)N3C(=NC2=O)SN=C3S(C)(=O)=O)c1C,2.3%,i,-30%,7%,-118%,-17%,-4.7%,58%,22%,
CC(C)C(NC(=O)C(Cc1ccccc1)NC(=O)OCc1ccccc1)C(=O)O (configuration not stated),0.7%,i,9%,-1%,5%,-38%,-1.1%,-0.4%,-2%,

# The list goes on:
SMILES,West Nile antiviral,Yfh1-depleted yeast,KOR beta-arrestin-1,NS5 inhibitors,NOD2 inhibition,NOD1 inhibition,KOR beta-arrestin-2,HIV fusion peptide,AID2073,others
C=CCn1c(SCC(=O)N2CCN(c3ccc(F)cc3)CC2)nnc1-c1cccs1,-0.8%,i,-12%,-2%,30%,36%,10%,-1.6%,1%,
O=C(Cn1nnc(-c2ccccc2)n1)N/N=C/c1ccc(-c2ccc(Cl)cc2)o1,-0.3%,i,-16%,-1%,-34%,-40%,3.2%,2.8%,41%,
Cc1cccc(C(=O)N(CC(=O)Nc2sc(C)c(C)c2C(N)=O)C2CCCC2)c1,-0.2%,.,0%,-1%,0%,42%,-3.4%,-0.8%,-11%,
COc1cccc(OC)c1OCCCCCc1c(C)n[nH]c1C,-0.4%,i,-15%,4%,11%,-1%,1.8%,-2.7%,-4%,
Cc1ccc(NC(=O)C2CCN(C(=O)c3cccs3)CC2)cc1,0.0%,.,-15%,-1%,8%,-4%,3.2%,-0.7%,-9%,
O=C(Nc1ccccc1O)c1ccc2c(c1)C(=O)N(N1C(=O)c3ccccc3C1=O)C2=O,-1.0%,.,-20%,4%,-13%,-16%,5.4%,0.7%,16%,
O=C(Nc1ncccc1Cl)C(Sc1ccccc1)c1ccccc1 (configuration not stated),0.0%,i,-6%,-2%,-9%,-27%,-1.2%,1.2%,16%,NS5 inhibitors pilot replicate=-5.5

# Compound activity as filed in PubChem.

# Only part of the results is shown (hit frequency here may not be typical).
